# Compound activity (PubChem BioAssay)
# V1aR counter – activates human V1a receptor in oxytocin agonist counter-screen. P37288. CHO-V1R cells, Fluo-8 calcium fluorescence, agonist mode; 0% DMSO, 100% 3 nM vasopressin. activation, % at 3 µM. 320,000 tested, 0.25% active;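 active means activation above the mean activation of all tested compounds plus 3 SD, per screening run, cut at about 20% in these data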;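 further: signal is peak over basal fluorescence ratio across a 100 second FLIPR read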
# Target sequence (P37288 whole entry, looked up): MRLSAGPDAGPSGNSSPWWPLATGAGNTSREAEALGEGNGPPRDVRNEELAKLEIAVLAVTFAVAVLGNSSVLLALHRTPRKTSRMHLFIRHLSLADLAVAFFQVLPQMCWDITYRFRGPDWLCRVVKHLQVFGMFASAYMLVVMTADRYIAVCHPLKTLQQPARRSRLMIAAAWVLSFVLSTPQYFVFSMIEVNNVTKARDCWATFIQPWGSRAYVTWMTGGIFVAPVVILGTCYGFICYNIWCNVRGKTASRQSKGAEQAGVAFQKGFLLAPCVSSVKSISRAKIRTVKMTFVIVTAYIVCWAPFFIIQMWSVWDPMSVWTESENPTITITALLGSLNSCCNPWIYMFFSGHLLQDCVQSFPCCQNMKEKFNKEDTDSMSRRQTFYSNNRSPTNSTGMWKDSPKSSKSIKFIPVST
# MEKK2wt PB1 HTS – raises or lowers MEK5 binding to wildtype human MEKK2 PB1 domain. Q9Y2U5. AID 1531. bead flow cytometry, Alexa488-MEK5 binding to MEKK2 WT; actives lie on both sides. 290,000 tested, 1.1% active. binding response (% of control), % at 10 µM; in the data active means binding response below about 67% or above about 130%; inconclusive means no clear call, values can overlap the other calls; inactive means in between
# OXTR agonist – agonists of human oxytocin receptor. P30559. CHO-OTR cells, Fluo-8 calcium fluorescence; normalized: DMSO 0%, oxytocin 100%. activation, % at 3 µM. 320,000 tested, 0.32% active. AID 2435;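 active means activation above the mean of all tested compounds plus 3 SD, cutoff set per screening run, cut at about 20% in these data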;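 further: peak over basal fluorescence ratio from a 100 s FLIPR kinetic read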
# Target sequence (P30559 whole entry, looked up): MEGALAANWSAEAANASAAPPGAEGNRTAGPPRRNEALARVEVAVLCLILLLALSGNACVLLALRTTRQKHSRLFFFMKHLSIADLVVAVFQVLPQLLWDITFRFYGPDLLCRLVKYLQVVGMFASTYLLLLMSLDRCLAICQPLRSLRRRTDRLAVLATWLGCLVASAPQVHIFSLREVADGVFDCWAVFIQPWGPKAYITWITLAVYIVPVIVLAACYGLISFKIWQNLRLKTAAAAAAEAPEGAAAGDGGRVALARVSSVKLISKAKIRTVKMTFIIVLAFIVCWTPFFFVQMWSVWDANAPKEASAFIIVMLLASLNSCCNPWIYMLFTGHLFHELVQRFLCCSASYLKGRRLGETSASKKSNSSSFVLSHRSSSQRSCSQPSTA
# MEKK2mut PB1 HTS – signal of MEK5 binding to mutant human MEKK2 PB1 domain; bead flow cytometry, Alexa488-MEK5 binding to MEKK2 mutant; 290,000 tested, 0.35% active; percent response, % at 10 µM; in the data active means percent response above about 24%, passing the limit was not always enough; further: inactives centre near 1; some results filed as inactive read as strong as hits; reference of the scale not given here
# PHOSPHO1 block – PHOSPHO1 (human) inhibition; Q8TCT1; inhibition, % at 13.3 µM; 290,000 tested, 1.1% active; recombinant PHOSPHO1, absorbance phosphatase assay; in the data active means inhibition above about 60%
# GalR3 antagonist – human GalR3 antagonism; O60755; HEK293 GalR3-CNG cAMP membrane potential fluorescence; galR3 body fused to GalR1 C-terminus; inhibition, % at 3 µM; 360,000 tested, 0.44% active; AID 651719;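 active means inhibition above the screen-wide average plus 3 SD, cut at about 13% in these data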;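 further: forskolin and galanin both at EC90 stimulate the cells; cAMP rise reported by CNG channel membrane potential dye signal; 0% = forskolin plus galanin with DMSO and 100% = forskolin alone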
# Target sequence (O60755 1-299 limits assumed): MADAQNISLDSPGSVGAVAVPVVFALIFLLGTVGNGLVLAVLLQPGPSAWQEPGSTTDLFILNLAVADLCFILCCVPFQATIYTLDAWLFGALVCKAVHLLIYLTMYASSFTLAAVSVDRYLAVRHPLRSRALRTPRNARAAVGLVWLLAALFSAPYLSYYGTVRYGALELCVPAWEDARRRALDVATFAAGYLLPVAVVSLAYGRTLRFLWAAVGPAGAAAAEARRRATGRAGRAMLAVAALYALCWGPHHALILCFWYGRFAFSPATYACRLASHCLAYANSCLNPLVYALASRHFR
# NALP1 inh – NALP1 inhibition | S. cerevisiae NALP1/ASC/caspase-1 growth, X-gal OD620, 72 h | 280,000 tested, 0.61% active | inhibition, % at 10 µM; in the data active means inhibition mostly above about 24%, no sharp cut-off; inactive means mostly below about 32%; further: some compounds called inactive have numbers as strong as hits
# MEKK3 PB1 HTS – MEKK3-MEK5 PB1 interaction, increase or decrease | bead-based flow cytometry, Alexa488-MEK5 binding to MEKK3; actives lie on both sides; 0 = blocked by unlabeled MEK5, 100 = vehicle | AID 1529 | Q99759 | binding response (% of control), % at 10 µM | 290,000 tested, 1.4% active;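 active means binding response more than 3 SD above or below the average of its plate-row segment, actives on both sides; inconclusive means wells at one plate position flagged as instrument error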;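 further: Alexa488 bead fluorescence after subtracting the streptavidin-only scavenger bead signal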
# GPR7 antag – human neuropeptides B/W receptor 1 antagonism | P48145 | GPR7-expressing cells, fluorescence antagonist assay | inhibition, % at 4.4 µM | 290,000 tested, 1.1% active; in the data active means inhibition above about 16%, passing the limit was not always enough;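 further: cells stimulated with the agonist NPW; 0% = agonist with vehicle and 100% = vehicle without agonist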
# Numbers without * were called inactive; ? = inconclusive; / = no result given. Rows were taken by chance, and some 5.4% of all compounds hit somewhere here.
SMILES,V1aR counter,MEKK2wt PB1 HTS,OXTR agonist,MEKK2mut PB1 HTS,PHOSPHO1 block,GalR3 antagonist,NALP1 inh,MEKK3 PB1 HTS,GPR7 antag
Cc1onc(-c2c(Cl)cccc2Cl)c1C(=O)N1CCCCC1,0.0,95.0,0.2,-4.0,22.8,-8.3,11.7,96.0,-6.8
CCOC(=O)N1CCN(C(=O)c2ccccc2NC(=O)c2ccc(C(C)(C)C)cc2)CC1,-0.6,96.0,-2.0,-1.0,17.3,-5.3,27.9,101.0,-5.2
COC(=O)c1cc(NC(=O)CC2NC3CCCCC3NC2=O)cc(C(=O)OC)c1 (configuration not stated),1.1,100.0,1.9,4.0,19.4,-5.9,3.3,102.0,4.8
C=C(C)CNC(=S)/N=c1\scc(C)n1CC,-0.3,109.0,0.0,1.0,4.2,0.4,13.6,101.0,-12.8
CCOc1ccc(NC(=O)CSc2nc3ccccc3nc2N2CCCC2)cc1,-1.4,94.0,-1.4,-3.0,4.7,/,12.4,100.0,-14.2
COc1ccc(NS(=O)(=O)c2cccc3cccnc23)cc1OC,5.7,105.0,7.0,4.0,9.3,-9.1,2.6,103.0,-6.3
Cc1cc(C)cc(N(CC(=O)NC2CCCC2)C(=O)CNC(=O)c2ccco2)c1,0.5,104.0,0.5,0.0,26.1,-2.3,23.4,104.0,14.7
O=C(Nc1ccc(F)c([N+](=O)[O-])c1)C(=O)c1c(O)[nH]c2ccccc12,-0.7,105.0,0.6,0.0,5.5,-3.7,7.4,98.0,-5.7
CC1(C)CC(=O)c2c(O)cc(OCC(=O)N3CCN(c4ccccc4)CC3)cc2O1,1.6,102.0,1.2,1.0,13.5,-4.2,9.2,101.0,1.7
COC(=O)[C@H](CCSC)NC(=O)Nc1ccc(OC)cc1,0.2,101.0,-0.9,7.0,-13.6,-1.7,10.8,101.0,16.9
O=C(NCCN1C(=O)S/C(=C\c2ccc(Cl)cc2)C1=O)c1ccc(F)c(S(=O)(=O)N2CCOCC2)c1,1.4,98.0,2.1,4.0,5.9,3.8,23.4,103.0,-0.7
CC(=O)c1ccc(N2CCN(C(=S)Nc3ccc(Oc4ccccc4)cc3)CC2)cc1,5.2,105.0,6.2,-2.0,-13.7,81.9*,1.8,107.0,23.7*
COc1ccc(O)c(C(=O)CC(=O)c2ccc(F)cc2)c1,0.4,97.0,-0.8,10.0,7.2,-3.2,5.0,102.0,6.1
O=C(O)c1ccccc1N/N=C/C1=C(N2CCOCC2)C(=C\c2ccccc2)/CC1,0.4,94.0,0.2,-5.0,-9.7,6.0,-0.3,93.0,-9.6
Cc1nnc(NC(=O)Cc2ccc(OCc3c(C)noc3C)cc2)s1,-0.7,96.0,1.9,-2.0,2.6,-1.1,16.9,95.0,10.4
O=C(O)c1ccccc1NS(=O)(=O)c1ccccc1C(F)(F)F,-0.2,94.0,-0.1,-1.0,0.2,-3.0,28.0,95.0,-6.2
CCOC(=O)c1c(C)n(-c2ccc(C)cc2)c2c(C(C(C)=O)C(=O)O)c(Br)c(O)c(O)c12 (configuration not stated),-1.3,92.0,-2.4,8.0,40.2,3.8,22.7,98.0,-2.0
COc1ccc(CNC(=O)CSc2nnc(C)c(=O)[nH]2)cc1,1.3,97.0,0.5,2.0,45.9,-7.0,16.7,96.0,25.3*
NCCc1nnc(SCc2c(F)cccc2Cl)o1,0.8,108.0,0.1,5.0,23.2,-5.8,5.5,103.0,0.8
O=C(CSc1nnnn1C1CCCCC1)Nc1ccccc1N1CCOCC1,-1.6,107.0,-2.9,0.0,-3.4,-6.8,7.3,118.0,9.7
Cc1cc(C)cc(-n2nnc(C(=O)NCc3ccccc3Cl)c2N)c1,3.0,85.0,1.4,-31.0,39.9,-0.7,0.0,89.0,-14.8
COc1cccc(N/C(N)=N/c2nc(C(F)(F)F)cc(C(F)(F)F)n2)c1,1.3,104.0,-1.4,2.0,47.7,-5.1,8.8,108.0,-5.6
Cc1ccc(S(=O)(=O)N2CCC3(CC2)OCCO3)s1,0.5,99.0,0.4,-3.0,22.6,2.6,5.9,101.0,6.7
CCn1c(CN2CCOCC2)nnc1SCC(=O)Nc1ccccc1C,0.5,108.0,0.3,6.0,27.6,1.3,21.8,103.0,-12.6
O=C(Nc1ccccc1Oc1ccccc1)C1CCCC1,-2.2,102.0,-3.2,-1.0,-13.6,-2.8,23.5,101.0,-8.4

# One compound at a time, from the list above.
# `COC(=O)[C@H](CCSC)NC(=O)Nc1ccc(OC)cc1` is entered as V1aR counter = 0.2; MEKK2wt PB1 HTS = 101.0; OXTR agonist = -0.9; MEKK2mut PB1 HTS = 7.0; PHOSPHO1 block = -13.6; GalR3 antagonist = -1.7; NALP1 inh = 10.8; MEKK3 PB1 HTS = 101.0; GPR7 antag = 16.9
# `CCOC(=O)N1CCN(C(=O)c2ccccc2NC(=O)c2ccc(C(C)(C)C)cc2)CC1` is entered as V1aR counter = -0.6; MEKK2wt PB1 HTS = 96.0; OXTR agonist = -2.0; MEKK2mut PB1 HTS = -1.0; PHOSPHO1 block = 17.3; GalR3 antagonist = -5.3; NALP1 inh = 27.9; MEKK3 PB1 HTS = 101.0; GPR7 antag = -5.2

# Next section.
SMILES,V1aR counter,MEKK2wt PB1 HTS,OXTR agonist,MEKK2mut PB1 HTS,PHOSPHO1 block,GalR3 antagonist,NALP1 inh,MEKK3 PB1 HTS,GPR7 antag
Cc1ccc(-c2nnc(CN3CCCCC3C)o2)cc1 (configuration not stated),0.8,115.0,-0.5,16.0,14.1,-9.3,16.4,112.0,-2.7
Cc1cc(NS(=O)(=O)c2ccc(NC(=O)C(C)Oc3cccc(C)c3C)cc2)nc(C)n1 (configuration not stated),3.6,100.0,1.3,1.0,22.6,1.1,11.8,101.0,-15.1
CCSC1(SCC)N=C(N)C2(C#N)C(c3ccc(OC)c(OC)c3OC)C12C#N (configuration not stated),-0.1,99.0,-1.1,-1.0,9.7,-5.5,/,97.0,/
Cc1cccc(N2CC(O)(c3cccs3)[N+]3=C2CCCC3)c1C (configuration not stated),-0.5,110.0,-0.1,10.0,-14.1,-0.8,11.3,102.0,2.4
Cc1cc(Nc2ccccc2)n(-c2cccc(Cl)c2)n1,-1.4,96.0,-1.9,1.0,15.5,-0.5,-4.1,99.0,-2.7
O=C(CSc1nnnn1-c1ccccc1)Nc1ncc2c(n1)CC(c1ccccc1)CC2=O (configuration not stated),0.0,102.0,0.4,3.0,-8.7,3.1,5.6,100.0,3.3
COC(=O)Nc1ccc(S(=O)(=O)NCc2ccccn2)cc1,3.3,104.0,2.2,-1.0,31.7,-4.6,-28.9,110.0,-0.7
CCOC(=O)c1ccc(NC(=O)c2cc3ccccc3o2)cc1,2.2,106.0,-1.8,1.0,-19.7,-3.4,9.9,104.0,-8.8
O=C1Cc2ccccc2C(c2ccc(Cl)cc2)N1 (configuration not stated),2.7,67.0,4.2,-18.0,20.3,1.5,0.7,64.0,5.6
Cc1nc2cc(C(=O)O)ccc2n1C1CCCCC1,-0.1,94.0,0.2,3.0,-3.2,-5.0,6.9,88.0,-10.6
C#CCOc1nc2c(c(=O)n(C)c(=O)n2C)n1Cc1ccccc1,6.8,97.0,3.1,-25.0,15.0,-6.6,22.0,90.0,0.1
CSCCC(NS(=O)(=O)c1ccccc1F)C(=O)Nc1cccc(C)n1 (configuration not stated),1.6,103.0,0.0,8.0,47.6,-0.6,-6.7,100.0,-8.1
Cc1cc(S(=O)(=O)Nc2cccc(C(=O)O)c2)c(C)c(S(=O)(=O)c2ccc(Cl)cc2)c1,0.2,98.0,0.5,-1.0,14.3,-4.3,15.8,101.0,-11.7
CSc1ccccc1C(=O)NCCCn1ccnc1,0.7,112.0,0.8,8.0,13.8,-9.7,2.8,105.0,-14.1
CCOC(=O)Oc1ccc2c(=O)c(Oc3cccc(C)c3)coc2c1,0.1,105.0,-1.3,1.0,-12.4,-2.5,-8.2,99.0,4.5
CS(=O)(=O)N(CC(=O)NCc1ccco1)Cc1ccc(Cl)cc1,1.3,/,-0.9,/,-39.4,-1.2,-27.1,/,-4.5
Cc1ccc(NC(=O)c2cc([N+](=O)[O-])ccc2NCc2cccnc2)cc1Cl,-0.4,94.0,1.1,-1.0,41.9,-4.5,8.9,101.0,-3.8
COC(=O)c1ccc(N2CCN(C(=O)C3CC3)CC2)c([N+](=O)[O-])c1,0.6,99.0,1.5,1.0,/,-6.9,5.0,101.0,5.5
O=c1oc(Nc2cccc(Cl)c2)nc2ccccc12,-0.1,102.0,-1.4,2.0,41.2,-2.0,13.9,103.0,-3.7
CN1C(=O)/C(=C/c2ccc(C(=O)NC3CCCC3)cc2)Oc2ccccc21,-0.7,99.0,-0.7,2.0,24.7,-1.9,-9.4,117.0,3.0
NS(=O)(=O)c1ccc(CCNC(=O)C(c2ccccc2)c2ccccc2)cc1,0.6,104.0,0.0,4.0,34.8,-7.3,6.4,101.0,-2.1
O=C(c1ccco1)N1CCN=C1SCc1cccc(F)c1,-0.7,118.0,0.2,9.0,2.7,0.8,-4.3,116.0,4.3
c1ccc(CSc2nnc(NC3=NCCCCC3)s2)cc1,2.5,95.0,-1.5,-1.0,20.3,-2.4,9.8,98.0,0.1
Cc1onc(-c2c(Cl)cccc2Cl)c1C(N)=O,2.1,105.0,1.2,1.0,6.3,-9.0,11.5,107.0,-3.7
O=C(CO/N=C/c1c(Cl)cccc1Cl)NNC(=O)c1ccc(Cl)cc1,1.1,99.0,-2.1,3.0,22.6,-4.5,/,102.0,-4.1

# New compounds follow
SMILES,V1aR counter,MEKK2wt PB1 HTS,OXTR agonist,MEKK2mut PB1 HTS,PHOSPHO1 block,GalR3 antagonist,NALP1 inh,MEKK3 PB1 HTS,GPR7 antag
O=c1c2c3nc4ccccc4nc3n(Cc3ccccc3)c2ncn1Cc1ccco1,/,88.0,/,-6.0,-32.1,-2.1,17.4,106.0,3.6
CC(=O)Nc1ccc(CN2CCc3c([nH]c4ccccc34)C2c2ccccn2)cc1 (configuration not stated),1.2,92.0,1.4,-7.0,27.1,-5.5,12.9,98.0,3.3
CCOC(=O)C1CCN(C(=O)c2ccc(OC)cc2OC)CC1,0.2,?,-0.6,-26.0,2.9,-4.1,17.5,?,-5.6
COc1ccc(Cl)cc1C(=O)CSc1nnnn1C,0.8,88.0,0.0,-8.0,53.2,-6.4,7.3,98.0,-7.3
Oc1ccc(Br)cc1CNc1ccccn1,-0.3,101.0,-0.1,8.0,-1.3,-6.9,12.6,101.0,3.9
CCN(CC)S(=O)(=O)c1ccc(OC)nc1,1.0,75.0,0.0,-12.0,20.7,-3.9,18.4,67.0,-9.7
Cc1[nH]c2ccccc2c1C(=O)COC(=O)c1ccc[n+]([O-])c1,-0.2,81.0,0.0,-28.0,-3.6,-0.3,24.7,78.0,13.7
CN(C)CCCNC(=O)c1cc(C(=O)Cc2ccc(Cl)cc2)c[nH]1,0.0,115.0,0.2,27.0*,33.7,-13.3,2.9,111.0,-12.3
COc1ccc(C(=O)CSc2nnc(COc3ccccc3)n2Cc2ccco2)cc1,5.5,99.0,0.9,0.0,91.7*,-7.2,6.2,102.0,42.3*
Cc1ccc(NC(=O)OCCN2CCN(Cc3ccccc3)CCC2=O)cc1C,2.9,101.0,4.7,-3.0,-3.8,-6.0,24.0,99.0,-3.0
COc1ccccc1N1C(C)=CC(=C(C#N)c2nc3ccccc3s2)C=C1C,0.4,85.0,-0.3,-2.0,-4.5,-6.7,28.2,97.0,-11.0
CC1CCN(CCCn2c(=S)[nH]c3c(sc4ccc([N+](=O)[O-])cc43)c2=O)CC1,0.2,98.0,-1.9,-2.0,16.8,2.8,22.3,99.0,-4.7
COc1ccccc1CNC(=O)CCc1ccccc1,-0.1,109.0,-1.4,14.0,56.3,9.1,8.1,107.0,-7.8
